Screening data deposited in PubChem BioAssay by National Center for Advancing Translational Sciences (NCATS).
Tau fibril FP – inhibitors of human tau fibril formation | P10636 | K18 P301L tau heparin fibrillization, Alexa594 FP, 6 h | Potency, µM (series often up to 57.7 µM), for the others: top-dose activity, negative = inhibition, usual class: inhibitors | actives 0.39% (n = 280,000) | AID 1468; note: % is set by controls: 0 for no effect and ±100 for the full control effect; nearly all actives have a fitted effect of over 55% in size
Target sequence (P10636 561-689 P618L limits assumed): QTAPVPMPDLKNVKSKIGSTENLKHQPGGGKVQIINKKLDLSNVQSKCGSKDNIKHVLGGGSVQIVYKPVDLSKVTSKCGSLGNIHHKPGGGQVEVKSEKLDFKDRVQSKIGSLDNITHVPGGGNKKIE
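FP of Alexa 594-tau after heparin (20 uM) induction. Substrate: human K18 P301L, 15 uM unlabeled, 0.24 uM labeled. Buffer 100 mM sodium acetate pH 7. 6 hr, 37 C.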
GAA glycogen – inhibitors or activators of human alpha-glucosidase glycogen cleavage. P10253. recombinant GAA, glycogen substrate, Amplex Red glucose oxidase fluorescence. Potency, µM (titrated, usually from 76.4 µM), without a hit: at the top dose activity change, negative = inhibition, usual class: inhibitors. actives 0.38% (n = 300,000);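 note: 0% = full enzyme reaction and -100% = no-enzyme basal signal; the screen sought inhibitors and activators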
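Recombinant enzyme (4 nM final) with compounds titrated up to 77 uM and bovine liver glycogen (30 ug) in citrate pH 5.0, 0.01% Tween-20, 37 C 40 min. Released glucose detected by Amplex Red/glucose oxidase (Ex 573/Em 610); AC50 from Hill fits.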
Tau fibril ThT – blocks human tau fibril formation measured by thioflavin T | AID 1460 | recombinant tau K18 P301L, heparin-induced fibrillization, ThT fluorescence | actives 2.1% (n = 270,000) | Potency, µM (titrated, usually from 57.4 µM), for inactives: at the top dose activity, negative = inhibition, hits mostly inhibitors; note: % is set by controls: 0 for no effect and ±100 for the full control effect; nearly all actives have a fitted effect of over 55% in size
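Fibril formation assay: tau K18 P301L at 15 uM with trace Alexa 594 label, heparin inducer 20 uM, pH 7 sodium acetate buffer, 37 C for 6 hr; endpoint ThT signal.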
HTT cytoprotect – protects HTT-Q103 PC12 cells, measured by ATP | PC12 HTT-Q103 induced, cytoprotection, ATP luminescence, 40 h | Potency, µM (titrated, usually from 56.4 µM), without a hit: cytoprotection (ATP increase), usual class: activators | actives 0.14% (n = 230,000) | AID 1471;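 note: % of control where 0% means no effect; nearly all actives have a fitted effect of over 45% in size; toxic huntingtin expression switched on by the ecdysone agonist tebufenozide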
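Cells were plated at 1500 per well in phenol red-free DMEM with 5% equine and 5% calf serum. Tebufenozide (100 nM final) and compounds were added, then ATPlite reagent, and luminescence was read.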
GAA spleen mod – inhibits or activates alpha-glucosidase in human spleen homogenate. P10253. human spleen homogenate, 4-MU-alpha-glucoside fluorescence. Potency, µM (series often up to 79.9 µM), for inactives: top-dose activity change, negative = inhibition, hits mostly inhibitors. actives 0.006% (n = 240,000);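 note: 0% = enzyme with vehicle and -100% = no enzyme basal signal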
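Human spleen homogenate (1 ug) with 4-methylumbelliferyl-alpha-D-glucopyranoside (1 mM final) in 50 mM citrate/phosphate pH 5.0, 0.01% Tween-20; 40 min at 37 C. Stopped at pH 10; 4-MU fluorescence Ex 365/Em 440 nm; AC50 by Hill fit.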
GLA spleen mod – inhibitors or activators of human alpha-galactosidase in spleen homogenate | human spleen homogenate, 4MU-alpha-Gal fluorescence, 40 min | Potency, µM (top dose mostly 80 µM), without a hit: at the top dose activity change, negative = inhibition, actives largely listed as inhibitors | AID 2107 | P06280 | actives 0.008% (n = 240,000);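 note: 0% = enzyme with vehicle and -100% = no enzyme basal signal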
Target sequence (P06280 32-429 limits assumed): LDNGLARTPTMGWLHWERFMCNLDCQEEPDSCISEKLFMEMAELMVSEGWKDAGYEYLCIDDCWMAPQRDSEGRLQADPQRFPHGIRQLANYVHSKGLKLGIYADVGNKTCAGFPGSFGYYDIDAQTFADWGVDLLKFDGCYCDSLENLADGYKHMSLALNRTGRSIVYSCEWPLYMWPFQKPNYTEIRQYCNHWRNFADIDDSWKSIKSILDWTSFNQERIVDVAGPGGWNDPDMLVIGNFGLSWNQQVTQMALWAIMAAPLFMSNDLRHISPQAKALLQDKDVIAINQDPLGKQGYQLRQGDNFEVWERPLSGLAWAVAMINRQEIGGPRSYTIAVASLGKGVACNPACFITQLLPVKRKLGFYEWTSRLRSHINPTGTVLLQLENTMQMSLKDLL
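Inhibition or activation of alpha-galactosidase in human spleen homogenate is scored by 4-MU fluorescence after 40 min at 37C, pH 5.0, with 1 mM substrate. AC50s come from concentration-response fitted to the Hill equation.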
GAA inhib – blocks human lysosomal alpha-glucosidase; P10253; purified human GAA, 4-MU-alpha-glucoside fluorescence; Potency, µM (doses to about 76.9 µM), inactives show at the highest dose activity change, negative = inhibition, actives largely listed as inhibitors; actives 0.005% (n = 200,000);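 note: plate controls were uninhibited enzyme wells for no effect and no-enzyme background for full effect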
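Compounds are titrated up to 77 uM against 4 nM human enzyme. Substrate 4-methylumbelliferyl-alpha-D-pyranoside (400 uM) reacts 20 min at room temperature in pH 5.0 buffer; liberated 4-methylumbelliferone is read at 440 nm.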
Tau fluor counter – counter-screen for tau fibril formation inhibitors; tau K18 P301L (four-repeat tau fragment) Alexa594 fluorescence, heparin fibrillization; Potency, µM (doses to about 57.7 µM), for the others: top-dose activity change, negative = decrease; actives 0.93% (n = 280,000); AID 1463; note: % is set by controls: 0 for no effect and ±100 for the full control effect; nearly all actives have a fitted effect of over 55% in size
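Human K18 P301L tau (15 uM unlabeled plus 0.24 uM Alexa 594-labeled, final) in 100 mM sodium acetate pH 7 was mixed with compound and 20 uM heparin and incubated 6 hr at 37 C.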
An asterisk follows results filed as active; ? = inconclusive; . = not tested or not shown; & = joins results of further samples; [ ] = remark or other dose. Calls come from the whole dose curve; as a rule, active = well fitted curve in the direction sought with a large enough effect; inconclusive = small, poorly fitted or top-dose-only effect, or another doubt; inactive = no such curve, though single readings can be large; an effect the other way counts as inactive or inconclusive. Potency is the fitted concentration of half-maximal effect. Compounds as they come; overall some 3.3% were active at least once.

nr	mol	Tau fibril FP	GAA glycogen	Tau fibril ThT	HTT cytoprotect	GAA spleen mod	GLA spleen mod	GAA inhib	Tau fluor counter
1	COC(=O)c1cccc(C23CC4(C2)[C@H](CN(Cc2ccc(-c5ccccc5)cc2)[C@@H]4c2ccccc2)C3c2ccc(Cl)nc2)c1 (stereo partly specified)	-4%&-13%	-2%	-6%&-6%	-35%[inhibitor]	4%&1%	-17%&2%	.	-3%&1%
2	CC(C)c1nnc(SCC(=O)NCc2ccc3c(c2)OCO3)n1C	-2%	5%	-6%	-14%[10 µM]	-1%	0%	1%	-4%
3	CCOC(=O)c1nc2sc(C)c(C)c2c(=O)[nH]1	0%	7%	1%	17%	-5%	9%	?	9%
4	CC(C)n1c(N2CCN(C(=O)N3CCCCC3)CC2)nc2ccccc21	4%	-11%	-3%	4%	-4%	-9%	-4%	7%
5	CCOC(=O)C1CCCN(S(=O)(=O)c2c(C)c(C)cc(C)c2C)C1 (stereo unspecified)	-3%	-1%	-23%	-9%[10 µM]	-2%	1%	-12%	-17%
6	CCCN(CCC)CCCNC(=O)c1ccc2c(c1)N(CC)C(=O)c1ccccc1S2=O (stereo unspecified)	8%	7%	3%	9%	-12%	-6%	?	-1%
7	Cc1noc(C)c1S(=O)(=O)N1CCC(Cc2ccccc2)CC1	-7%	-12%	-21%	-13%	-10%	-4%	-6%	-25%
8	O=c1cc(CO)oc(CN2CCN(c3ccccc3)CC2)c1O	-10%	-24%	-11%	-12%	3%	-15%	0%	-12%

nr	mol	Tau fibril FP	GAA glycogen	Tau fibril ThT	HTT cytoprotect	GAA spleen mod	GLA spleen mod	GAA inhib	Tau fluor counter
9	Cc1ccc(C)c(Nc2cc(C(=O)NC3CCCCC3)c3ccccc3n2)c1	-5%	14%[76.3 µM]	-6%	.	.	.	.	-18%
10	O=C(CCC(=O)c1ccccc1)NCCc1c[nH]c2ccccc12	13%	-3%	-7%	.	4%	3%	-3%	-12%
11	CCNc1ccc(C(=O)Nc2ccc3nc(C)sc3c2)cc1[N+](=O)[O-]	-5%	4%	-3%	21%[10 µM]	9%	12%	3%	-8%
12	COc1ccc(C)cc1S(=O)(=O)N(CC(=O)N1CCCC1)c1ccccc1	-16%	-3%	-7%	-21%	-15%	8%	1%	-7%
13	COc1ccc(/C=C/C(=O)N(c2ccccn2)C2CCCCC2)cc1OC	1%	-12%	-7%	?	6%	2%	7%	-5%
14	COc1cc(/C=N/Nc2nc3c(c(=O)n(C)c(=O)n3C)n2Cc2ccccc2)ccc1OC(=O)c1ccco1	?	?	?	-22%[10 µM]	-2%	0%	-6%	7.9µM*[quencher]
15	CC(C)(C)c1ccc(C(=O)Nc2ccccc2NC(=O)c2ccco2)cc1	-13%	-17%	-15%	8%[1.9 µM]	-1%	-2%	-4%	?
16	O=C(c1ccccc1)c1nn(-c2cccc(Cl)c2)c2nc(-c3ccccc3)cc(=O)n12	-4%	-1%	2%	-29%	0%	0%	-5%	-3%

Laid out differently: results already given
[13] COc1ccc(/C=C/C(=O)N(c2ccccn2)C2CCCCC2)cc1OC
[8] O=c1cc(CO)oc(CN2CCN(c3ccccc3)CC2)c1O
entry no.,13,8
Tau fibril FP,1%,-10%
GAA glycogen,-12%,-24%
Tau fibril ThT,-7%,-11%
HTT cytoprotect,?,-12%
GAA spleen mod,6%,3%
GLA spleen mod,2%,-15%
GAA inhib,7%,0%
Tau fluor counter,-5%,-12%

Continuation:
nr	mol	Tau fibril FP	GAA glycogen	Tau fibril ThT	HTT cytoprotect	GAA spleen mod	GLA spleen mod	GAA inhib	Tau fluor counter
17	Cc1cc(NCCCn2ccnc2)n2nc(-c3ccc(F)cc3)cc2n1	-3%	-1%	-8%	-26%[10 µM]	-4%	-1%	-3%	-16%
18	Cc1cccc(CCN(CC(=O)NC(C)(C)C)C(=O)c2csnn2)c1	1%	-3%	-1%	8%[10 µM]	-10%	2%	8%	3%
19	Cc1nc(N2CCN(Cc3ccccc3)CC2)nc2c1C(=O)CCC2	0%	0%	-2%	-15%[0.074 µM]	-12%	7%	-1%	0%
20	O=C1c2nc3cc(-c4ccccc4)[nH]n3c(=O)c2CN1Cc1ccccc1	-1%	2%	.	-12%[10 µM]	7%	7%	.	5%
21	COc1cc2c(cc1OC)C(C(=O)N1CCCC1)C(c1ccccc1F)N(C)C2=O (stereo unspecified)	9%	9%	-14%	8%[10 µM]	1%	5%	1%	-12%
22	Cc1ccc(NC(=O)N2CCC(NC(=O)c3ccccc3C)CC2)cc1	-3%	13%	-6%	-16%[10 µM]	0%	-9%	2%	-3%
23	COc1ccc(C(=O)O/N=C(/C)c2cccs2)cc1	-10%	2%	?	-20%	-13%	-4%	-5%	-20%
24	CCCc1[nH]nc2c1C(c1ccc(OC(=O)c3ccco3)cc1)C(C#N)=C(N)O2 (stereo unspecified)	2%	-29%	-6%	4%	2%	5%	-1%	0%

Screen by screen, quoted from above.
Nos. 18 to 21 in GAA spleen mod read -10%, -12%, 7%, 1%

4 compounds already listed, ordered by heavy-atom count, highest first.
nr	mol	Tau fibril FP	GAA glycogen	Tau fibril ThT	HTT cytoprotect	GAA spleen mod	GLA spleen mod	GAA inhib	Tau fluor counter
24	CCCc1[nH]nc2c1C(c1ccc(OC(=O)c3ccco3)cc1)C(C#N)=C(N)O2 (stereo unspecified)	2%	-29%	-6%	4%	2%	5%	-1%	0%
22	Cc1ccc(NC(=O)N2CCC(NC(=O)c3ccccc3C)CC2)cc1	-3%	13%	-6%	-16%[10 µM]	0%	-9%	2%	-3%
18	Cc1cccc(CCN(CC(=O)NC(C)(C)C)C(=O)c2csnn2)c1	1%	-3%	-1%	8%[10 µM]	-10%	2%	8%	3%
23	COc1ccc(C(=O)O/N=C(/C)c2cccs2)cc1	-10%	2%	?	-20%	-13%	-4%	-5%	-20%

New compounds follow
nr	mol	Tau fibril FP	GAA glycogen	Tau fibril ThT	HTT cytoprotect	GAA spleen mod	GLA spleen mod	GAA inhib	Tau fluor counter
25	O=[N+]([O-])c1ccc(C2CCCC/C2=N/OCc2ccccc2F)c([N+](=O)[O-])c1 (stereo unspecified)	6%	-4%	-6%	-70%[inhibitor]	-7%	1%	-3%	-29%
26	CCOC(=O)c1cccc(NC(=O)CSc2nc3ccccc3c(=O)n2CCOC)c1	-1%	13%	-4%	-6%	-7%	-4%	?	-15%
27	CCOc1ccccc1NC(=O)CSc1nnc(CNC(=O)c2ccco2)o1	8%	0%	-7%	10%	-3%	-6%	3%	2%
28	O=c1c(S(=O)(=O)c2ccccc2)cn(Cc2cccc(F)c2)c2cc(N3CCOCC3)c(F)cc12	1%	5%[76.3 µM]	-7%	.	.	.	.	-11%
29	Cc1cc(N2C(=O)C(O)=C(C(=O)c3cccs3)C2c2ccc(F)cc2)no1 (stereo unspecified)	-6%	-4%	-8%	33%[10 µM]	-3%	6%	.	-12%
30	CCOc1ccc(Nc2cc(=O)oc3ccccc23)cc1	-2%	2%	-16%	-4%	-2%	11%	?	-11%
31	COc1ccc(OC)c(S(=O)(=O)N(C)CC(=O)N2CCc3ccccc3C2)c1	2%	-5%	-8%	-11%	1%	4%	2%	-2%
32	O=C1/C(=C\Nc2ccccc2)CCN1c1ncccn1	-2%	-9%	?	-1%	4%	3%	-1%	-11%

nr	mol	Tau fibril FP	GAA glycogen	Tau fibril ThT	HTT cytoprotect	GAA spleen mod	GLA spleen mod	GAA inhib	Tau fluor counter
33	CCN(CC)C(=O)C(C)OC(=O)COc1ccc(Cl)cc1Cl (stereo unspecified)	-4%	-3%	2%	3%[10 µM]	5%	7%	5%	6%
34	CCC(=S)/C=C1\Sc2ccccc2N1CCCS(=O)(=O)O	-7%	1%	-14%	-16%	-8%	-11%	-5%	-8%
35	O=C1C2=C(CCCC2)C(=O)N1c1cccc(OCCBr)c1	4%	10%	0%	.	-5%	-7%	-5%	4%
36	O=C(O)c1ccc(CNCc2ccc(Cl)cc2)cc1	-5%	8%	-5%	14%[10 µM]	-1%	-5%	9%	1%
37	CCn1c(COc2ccc(Cl)cc2)nnc1SCc1ccc(C#N)cc1	7%	-1%	-10%	14%[10 µM]	-4%	0%	-2%	-3%
38	CCOC(=O)c1c(NC(C)=O)sc2c(OCCN(CC)CC)c(Br)ccc12	6%	8%	-15%	-4%[10 µM]	6%	5%	3%	-2%
39	COc1ccc(OCCCC(=O)Nc2nncs2)cc1	2%	-5%	-9%	-9%[10 µM]	-3%	2%	-5%	-2%
40	NNC(=O)Cn1c2ccccc2c2ccccc21	-3%	-1%	-11%	-3%[10 µM]	-2%	3%	11%[15.4 µM]	-21%

nr	mol	Tau fibril FP	GAA glycogen	Tau fibril ThT	HTT cytoprotect	GAA spleen mod	GLA spleen mod	GAA inhib	Tau fluor counter
41	Cc1csc(C(=O)O)c1-c1c(C)csc1C(=O)O	3%	5%	2%	15%[0.074 µM]	-5%	-2%	8%	9%
42	CCN(CC)CCn1c(-c2ccccc2)nc2c(NCc3ccccc3)nc(C)nc21	-8%	.	-4%	-23%	-6%	-5%	.	-13%
43	Cc1ccc(OCC(=O)NCc2cccnc2)cc1	-2%	-5%	-1%	14%[10 µM]	-1%	5%	9%	0%
44	CNc1ccccc1C(C)(C)c1cc(-c2cccc([N+](=O)[O-])c2)no1	6%	-7%	?	34%[10 µM]	-10%	3%	-9%	?
